KDM4C inh: KDM4C (human) demethylase inhibition; Q9H3R0; GST-KDM4C 2-372, H3K9me3 peptide, LANCE TR-FRET; inhibition, % at 12.5 µM; 96,000 tested, 0.15% active;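 active = mean replicate inhibition above about 25%, with at least 55% of replicates also reaching it, limit read from the data, passing the limit was not always enough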
Target sequence (Q9H3R0 2-372 limits assumed): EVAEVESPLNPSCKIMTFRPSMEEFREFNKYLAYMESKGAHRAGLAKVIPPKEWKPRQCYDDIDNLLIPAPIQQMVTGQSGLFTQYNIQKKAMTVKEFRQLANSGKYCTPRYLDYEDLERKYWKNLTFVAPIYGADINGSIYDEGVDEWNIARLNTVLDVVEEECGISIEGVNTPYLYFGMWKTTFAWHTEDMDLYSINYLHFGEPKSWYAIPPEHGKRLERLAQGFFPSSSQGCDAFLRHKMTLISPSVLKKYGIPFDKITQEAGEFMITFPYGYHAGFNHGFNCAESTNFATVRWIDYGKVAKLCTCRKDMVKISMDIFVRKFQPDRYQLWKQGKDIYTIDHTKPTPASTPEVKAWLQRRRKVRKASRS
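System – N-terminal GST-fused human GASC-1 (KDM4C) fragment, residues 2-372 · Input – enzyme final amount 10 nM · Technique – LANCE TR-FRET, Eu antibody, ULight-streptavidin, EDTA, ex 340 nm, em 618/671 nm · Medium – HEPES buffer, pH 7.5, plus ascorbate · Incubation – enzyme reaction 30 min, then detection 60 min, both room temperature · Reagent – H3K9me3 peptide with Fe(II)/2OG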
Pf Dd2 growth: P. falciparum Dd2 growth inhibition; 94,000 tested, 2.3% active; SYBR Green, 72 h; active compounds read low; activity change, % at 10 µM; in the data active = activity change below about -80%
C diff growth: C. difficile growth inhibition | Clostridium difficile clinical isolate growth, OD600, 24 h; active compounds read low | growth activity, negative = inhibition, % at 16 µg/mL (by protocol) | 86,000 tested, 0.25% active;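 active = mean growth activity at or below -80% and every replicate also at or below -80%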;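 note: 0% = DMSO wells and -100% = levofloxacin 16 µg/mL wells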
Tcruzi prolif: inhibitors of T. cruzi proliferation; T. cruzi beta-gal in NIH3T3, GalScreen luminescence, 90 h; inhibition, % at 8.34 µM; 77,000 tested, 5.9% active; AID 624255;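 active = mean inhibition above about 93%, with at least 55% of replicates each passing it, limit read from the data, passing the limit was not always enough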
* marks the source's active call; other numbers are inactive results; x = not tested or not shown.

SMILES	KDM4C inh	Pf Dd2 growth	C diff growth	Tcruzi prolif
Cc1noc(C)c1S(=O)(=O)N(C)C[C@H]1OCCCC[C@@H](C)Oc2ccc(NS(=O)(=O)c3cn(C)cn3)cc2C(=O)N([C@@H](C)CO)C[C@H]1C	-1.0	14.5	-2.1	38.0
C[C@@H]1CCCCO[C@@H](CN(C)CC2CCCCC2)[C@H](C)CN([C@@H](C)CO)C(=O)c2cc(NC(=O)CCCN(C)C)ccc2O1	2.3	x	4.9	-42.4
O=C(CN1CCOCC1)N1CC[C@@H]2[C@H]1c1cc(Br)ccc1N[C@@H]2CO	1.5	24.4	0.2	9.9
C[C@@H]1CN([C@H](C)CO)C(=O)c2cc(NC(=O)Nc3ccccc3)ccc2O[C@@H](C)CCCCO[C@H]1CN(C)Cc1ccc2c(c1)OCO2	2.3	-81.6*	26.3	62.1
C[C@@H]1CN([C@@H](C)CO)C(=O)Cc2cc(NS(C)(=O)=O)ccc2O[C@H]1CN(C)CC1CC1	0.2	15.9	-0.6	-9.4
CC(C)CC#Cc1ccc2c(c1)O[C@@H](CN(C)C(=O)c1ccccc1F)[C@@H](C)CN([C@H](C)CO)S2(=O)=O	-1.0	-43.9	12.4	99.5*
CNC[C@H]1Oc2c(NS(=O)(=O)c3cccs3)cccc2C(=O)N([C@@H](C)CO)C[C@@H]1C	-0.7	20.2	0.6	24.7
C[C@H]1CN([C@@H](C)CO)C(=O)c2cccc(NC(=O)CCCCCC(=O)Nc3ccccc3N)c2O[C@H]1CN(C)S(=O)(=O)c1cccs1	-1.8	-53.7	-6.9	x
CO[C@@H]1CN(C)C(=O)c2ccc(NC(=O)c3ccccc3)cc2OC[C@@H](C)N(CC2CC2)C[C@@H]1C	-0.8	2.2	x	-47.9
CC(C)NC(=O)Nc1ccc2c(c1)C(=O)N([C@@H](C)CO)C[C@@H](C)[C@@H](CN(C)C(=O)c1ccncc1)OCCCC[C@@H](C)O2	2.5	31.0	12.8	9.0
C[C@@H]1CN([C@H](C)CO)C(=O)CCCn2nncc2CO[C@H]1CN(C)C(=O)CCCN(C)C	1.0	26.0	-0.3	x
O=C(N[C@H]1C=C[C@H](CC(=O)N2CCCCC2)O[C@@H]1CO)c1cccc(F)c1	2.6	-3.0	0.6	-151.5
C[C@H]1CN([C@@H](C)CO)C(=O)c2cccc(NC(=O)C3CCCCC3)c2O[C@H]1CN(C)Cc1ccc(-c2ccccc2)cc1	-0.4	-23.2	14.9	-77.3
CCNC(=O)C[C@@H]1CC[C@H]2[C@@H](COc3ccc(NC(=O)Nc4ccc(C)cc4)cc3C(=O)N2C)O1	-3.0	-7.7	-2.1	20.1
CC(C)NC(=O)N(C)C[C@H]1OCCCC[C@H](C)Oc2ccc(NC(=O)Nc3ccccc3)cc2C(=O)N([C@H](C)CO)C[C@@H]1C	-1.1	-11.1	0.9	33.9
COC(=O)C[C@H]1CC[C@@H](NS(=O)(=O)c2ccccc2F)[C@@H](CO)O1	-0.5	19.6	x	-7.3
COc1ccc(NC(=O)Nc2cccc3c2O[C@H](CN(C)C(=O)Nc2cccc4ccccc24)[C@@H](C)CN([C@H](C)CO)C3=O)cc1	-1.5	-32.0	-4.9	10.2
Cc1ccccc1NC(=O)Nc1ccc2c(c1)C(=O)N(C)[C@H]1CC[C@H](CC(=O)O)O[C@@H]1CO2	2.5	-27.2	-5.9	35.3
C[C@H]1CN([C@@H](C)CO)C(=O)c2cc(NC(=O)Cc3ccccc3)ccc2O[C@H]1CN(C)S(=O)(=O)c1cccs1	-0.3	-20.1	x	31.9
COc1ccc(CN(C)C[C@H]2Oc3c(NC(=O)CCCCCC(=O)Nc4ccccc4N)cccc3C(=O)N([C@H](C)CO)C[C@@H]2C)cc1	1.4	-84.9*	-6.6	x
C[C@H]1CN([C@@H](C)CO)C(=O)Cc2cc(N(C)C)ccc2O[C@@H]1CN(C)C(=O)Nc1ccc(C(F)(F)F)cc1	2.9	9.3	1.8	35.7
CC(C)NC(=O)N(C)C[C@@H]1OCCCC[C@@H](C)Oc2ccc(NC(=O)CCC(F)(F)F)cc2C(=O)N([C@@H](C)CO)C[C@@H]1C	13.5	11.7	0.7	61.1
C[C@H]1CN([C@@H](C)CO)C(=O)c2cccc(NC(=O)NC3CCCCC3)c2O[C@@H]1CN(C)S(=O)(=O)c1cccs1	-1.3	-11.6	-0.5	-32.3
Cc1ccc(S(=O)(=O)Nc2ccc3c(c2)C(=O)N([C@H](C)CO)C[C@H](C)[C@H](CN(C)S(=O)(=O)c2cccs2)OCCCC[C@H](C)O3)cc1	-1.8	x	-15.1	x
C[C@H]1CN([C@@H](C)CO)C(=O)c2cccc(NC(=O)Nc3ccc(C(F)(F)F)cc3)c2O[C@@H]1CN(C)S(C)(=O)=O	7.2	13.2	-23.7	x
O=C(C[C@@H]1CC[C@@H]2[C@H](COC[C@H](O)CN2Cc2cccc(C(F)(F)F)c2)O1)NCc1ccncc1	3.4	11.2	x	79.9
O=C(C[C@H]1CC[C@H](NS(=O)(=O)c2ccc(F)cc2)[C@@H](CO)O1)NCCc1ccncc1	0.0	-1.8	5.2	11.9
CC=Cc1ccc2n(c1=O)C[C@@H]1[C@@H](CO)[C@H](C(=O)NCc3ccccc3Cl)N(S(C)(=O)=O)[C@H]21 (mixture of isomers)	0.2	x	-4.8	97.5*
CO[C@@H]1CN(C)C(=O)c2ccc(NC(=O)c3ccno3)cc2OC[C@H](C)N(C(=O)C2CCC2)C[C@@H]1C	x	17.5	0.4	48.8
C[C@H]1CN([C@@H](C)CO)C(=O)c2cccc(NC(=O)c3ccncc3)c2O[C@H]1CN(C)C(=O)Nc1ccc2c(c1)OCO2	0.9	1.0	-0.3	-161.1
C[C@@H]1CN([C@H](C)CO)C(=O)c2cc(NC(=O)NC3CCCCC3)ccc2O[C@@H](C)CCCCO[C@@H]1CN(C)C(=O)NC1CCCCC1	1.1	-46.5	6.9	-20.0
Cc1noc(C)c1NC(=O)N(C)C[C@H]1OCCCC[C@H](C)Oc2ccc(NC(=O)Nc3ccc4c(c3)OCO4)cc2C(=O)N([C@H](C)CO)C[C@@H]1C	0.4	-3.5	-2.6	17.1
Cc1noc(C)c1NC(=O)Nc1ccc2c(c1)C(=O)N(C)[C@H]1CC[C@@H](CC(=O)N[C@H]3CCN(Cc4ccccc4)C3)O[C@H]1CO2	0.5	2.2	2.7	117.0*
CCC(=O)N1[C@H](CO)[C@@H](c2ccc(-c3cccnc3)cc2)[C@@H]1CN(C)C(C)=O	-0.8	13.1	1.2	-5.1
CC(C)NC(=O)NCC[C@H]1CC[C@H](NC(=O)Nc2ccccc2)[C@@H](CO)O1	-0.7	-1.4	x	31.1
CN(C)CC#Cc1ccc([C@H]2[C@H](CO)N3CCCCN(CC4CCOCC4)C[C@@H]23)cc1	3.8	14.7	-3.9	20.9
C/C=C/c1cnc2c(c1)C(=O)N([C@@H](C)CO)C[C@H](C)[C@H](CN(C)S(=O)(=O)c1ccccc1)O2	13.9	-3.6	6.1	19.2
C[C@@H]1CN([C@H](C)CO)C(=O)Cc2cc(NS(=O)(=O)c3cccs3)ccc2O[C@H]1CN(C)C(=O)Nc1ccc(F)cc1	-1.8	14.0	-4.8	-24.0
C[C@@H]1CN([C@H](C)CO)C(=O)c2cccc(NC(=O)c3cnccn3)c2O[C@H]1CN(C)S(=O)(=O)c1cn(C)cn1	0.7	1.5	-1.7	x
C[C@@H]1CN([C@@H](C)CO)C(=O)c2cc(NC(=O)Nc3cccc4ccccc34)ccc2O[C@@H]1CN(C)C(=O)Nc1cccc2ccccc12	-4.9	-17.2	-2.5	4.1
C[C@@H]1CN([C@H](C)CO)C(=O)Cc2cc(NS(=O)(=O)c3ccc(F)cc3)ccc2O[C@@H]1CN(C)S(=O)(=O)c1cn(C)cn1	0.2	25.8	-6.7	-8.6
N#C[C@@H]1[C@@H](c2ccc(C#Cc3cccnc3)cc2)[C@@H](CO)N1C(=O)C1CC1	0.1	15.2	1.1	37.1
C[C@@H]1CN([C@@H](C)CO)C(=O)c2cccc(NS(C)(=O)=O)c2O[C@H]1CN(C)CC1CCCCC1	1.0	6.4	-2.2	31.6
COc1ccc(S(=O)(=O)Nc2ccc3c(c2)C(=O)N([C@@H](C)CO)C[C@@H](C)[C@H](CN(C)C(=O)NC2CCCCC2)OCCCC[C@@H](C)O3)cc1	0.2	-3.8	5.2	22.0
O=C(C1CCOCC1)N1CC(=O)N2[C@H](CO)[C@@H](c3ccc(-c4cccnc4)cc3)[C@@H]2C1	-0.2	32.3	-2.4	x
CC(C)C(=O)Nc1ccc2c(c1)C(=O)N(C)[C@H]1CC[C@H](CC(=O)NCc3ccccc3)O[C@@H]1CO2	1.0	-39.6	5.4	103.5*
CCN(C[C@@H]1[C@@H](c2ccccc2)[C@H](CO)N1C(C)=O)C(=O)c1ccccn1	0.0	15.6	-1.6	75.3
Cc1noc(C)c1NC(=O)N[C@@H]1CC[C@@H](CCNC(=O)C2CCOCC2)O[C@H]1CO	-1.2	23.3	x	47.9
C[C@@H]1CN([C@H](C)CO)C(=O)c2cc(NC(=O)C3CCCCC3)ccc2O[C@H]1CN(C)CC1CCCCC1	-0.9	26.9	3.3	-53.9
COc1ccc(CN(C)C[C@@H]2Oc3ccc(NC(=O)Cc4cn(C)c5ccccc45)cc3C(=O)N([C@@H](C)CO)C[C@H]2C)cc1	0.8	-30.0	-4.3	38.6
COc1ccc(S(=O)(=O)N(C)C[C@@H]2Oc3ccc(NC(=O)CCC(F)(F)F)cc3CC(=O)N([C@H](C)CO)C[C@@H]2C)cc1	-0.2	-0.8	9.8	x
Cc1noc(C)c1NC(=O)Nc1ccc2c(c1)CC(=O)N([C@@H](C)CO)C[C@@H](C)[C@H](CN(C)C(=O)Nc1ccccc1)O2	-0.5	6.3	0.4	7.7
Cc1noc(C)c1NC(=O)N[C@H]1CC[C@H](CC(=O)N2CCCCC2)O[C@@H]1CO	1.8	5.5	-1.9	-33.8
C[C@H]1CN([C@@H](C)CO)C(=O)c2cccc(NC(=O)C3CCOCC3)c2O[C@@H]1CN(C)Cc1ccccc1	0.7	-4.5	-5.1	30.0
Cc1noc(C)c1NC(=O)Nc1ccc2c(c1)C(=O)N([C@@H](C)CO)C[C@@H](C)[C@@H](CN(C)C(=O)Nc1ccc3c(c1)OCO3)O2	0.0	-27.8	-0.8	-0.7
O=C(C[C@H]1CC[C@H](NC(=O)Nc2ccc3c(c2)OCO3)[C@@H](CO)O1)NCc1ccccc1	2.8	-8.1	0.4	-45.4
C[C@@H]1CN([C@H](C)CO)C(=O)c2cc(NC(=O)Nc3ccccc3)ccc2O[C@H]1CN(C)Cc1ccc(C(=O)O)cc1	-1.5	26.4	2.9	-17.7
CO[C@@H]1CN(C)C(=O)c2cc(NC(=O)Nc3cccc(Cl)c3)ccc2OC[C@H](C)N(C)C[C@H]1C	0.3	3.1	-3.1	-12.6
CO[C@H]1CN(C)C(=O)c2cc(NC(=O)Nc3ccccc3F)ccc2OC[C@@H](C)N(CCC(F)(F)F)C[C@@H]1C	-0.9	-48.6	x	80.8
C[C@H]1CCCCO[C@H](CN(C)C(=O)Nc2ccccc2)[C@@H](C)CN([C@@H](C)CO)C(=O)c2cc(NC(=O)Nc3ccc4c(c3)OCO4)ccc2O1	-1.0	-44.2	8.0	25.8
COc1ccccc1-c1ccc2c(c1)[C@H]1[C@H](CCN1S(=O)(=O)c1cn(C)cn1)[C@H](CO)N2	0.3	-10.3	10.5	37.1

Laid out differently: results already given
compound | KDM4C inh | Pf Dd2 growth | C diff growth | Tcruzi prolif
C[C@@H]1CN([C@H](C)CO)C(=O)Cc2cc(NS(=O)(=O)c3ccc(F)cc3)ccc2O[C@@H]1CN(C)S(=O)(=O)c1cn(C)cn1 | 0.2 | 25.8 | -6.7 | -8.6
N#C[C@@H]1[C@@H](c2ccc(C#Cc3cccnc3)cc2)[C@@H](CO)N1C(=O)C1CC1 | 0.1 | 15.2 | 1.1 | 37.1
C[C@@H]1CN([C@@H](C)CO)C(=O)c2cccc(NS(C)(=O)=O)c2O[C@H]1CN(C)CC1CCCCC1 | 1.0 | 6.4 | -2.2 | 31.6
COc1ccc(S(=O)(=O)Nc2ccc3c(c2)C(=O)N([C@@H](C)CO)C[C@@H](C)[C@H](CN(C)C(=O)NC2CCCCC2)OCCCC[C@@H](C)O3)cc1 | 0.2 | -3.8 | 5.2 | 22.0
O=C(C1CCOCC1)N1CC(=O)N2[C@H](CO)[C@@H](c3ccc(-c4cccnc4)cc3)[C@@H]2C1 | -0.2 | 32.3 | -2.4 | x
CC(C)C(=O)Nc1ccc2c(c1)C(=O)N(C)[C@H]1CC[C@H](CC(=O)NCc3ccccc3)O[C@@H]1CO2 | 1.0 | -39.6 | 5.4 | 103.5*
CCN(C[C@@H]1[C@@H](c2ccccc2)[C@H](CO)N1C(C)=O)C(=O)c1ccccn1 | 0.0 | 15.6 | -1.6 | 75.3
Cc1noc(C)c1NC(=O)N[C@@H]1CC[C@@H](CCNC(=O)C2CCOCC2)O[C@H]1CO | -1.2 | 23.3 | x | 47.9
C[C@@H]1CN([C@H](C)CO)C(=O)c2cc(NC(=O)C3CCCCC3)ccc2O[C@H]1CN(C)CC1CCCCC1 | -0.9 | 26.9 | 3.3 | -53.9
